# Screening data from PubChem.
# ER stress death: ER stress cell death inhibition. CSM14.1 thapsigargin ER stress survival, ATP luminescence. relative survival (cellular ATP), % at 15 µg/mL (by protocol). 48,000 tested, 0.33% active. AID 1010;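 active = survival measured by cellular ATP above 50% at 15 µg/ml in the first screen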;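 also: cell death triggered by about 15 µM thapsigargin; ATP read 24 h after thapsigargin was added; plate controls were thapsigargin with DMSO for no effect and DMSO without thapsigargin for full effect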
# * hit, by the source's call.
# The opening 19 records, ahead of the listing:
SMILES,ER stress death
COc1cc(C=C2C(=O)NC(=S)NC2=O)ccc1OS(=O)(=O)c1ccccc1,-1
CCOc1ccccc1NC(=O)c1ccc(CN2CCOCC2)cc1,10
Cc1c(Cl)cccc1NC(=O)C(=O)NCc1ccco1,3
CCOc1cc(/C=N/NC(=O)C(=O)Nc2cccc(OC)c2)ccc1O,4
O=C(CSc1ncccn1)NCc1ccccc1,13
O=C(Nc1ccccc1C(=O)Nc1ccccc1Cl)c1ccccc1Cl,9
COc1ccc(S(=O)(=O)N(CC(N)=O)c2ccc(C)cc2)cc1OC,4
Cc1cc(OCC(=O)Nc2cccc([N+](=O)[O-])c2)cc(C)c1Cl,9
COc1ccc(CC(=O)Nc2sc3c(c2C(=O)Nc2ccccc2Cl)CCCC3)cc1,-1
O=C(Nc1nc(-c2ccco2)cs1)c1ccccc1,0
COc1ccc(Cl)cc1N=Cc1c(O)[nH]c(=O)[nH]c1=O,8
Cc1cc(/C=C2\SC(=O)NC2=O)c(C)n1-c1ccc(-c2ccccc2)cc1,-1
COc1ccc(OC)c(/C=C/C(=O)Nc2cc(OC)ccc2OC)c1,7
Cc1ccc(C(=O)Nc2ccccc2-c2ccccc2)cc1,3
CC(C)C(=O)Nc1ccc2c3c(cccc13)CC2,-1
CC1CCCN(C(=O)c2ccccc2)C1 (stereo not drawn),4
O=C(/C=C/c1ccco1)c1c(-c2ccccc2)c2cc(Cl)ccc2[nH]c1=O,-2
Cc1nn(CC(=O)NCCN2CCOCC2)c(C)c1[N+](=O)[O-],7
CCCCCCCCn1c(/N=C/c2cccc(OCC)c2O)nc2ccccc21,-9

# Main list, repeating the preview:
SMILES,ER stress death
COc1cc(C=C2C(=O)NC(=S)NC2=O)ccc1OS(=O)(=O)c1ccccc1,-1
CCOc1ccccc1NC(=O)c1ccc(CN2CCOCC2)cc1,10
Cc1c(Cl)cccc1NC(=O)C(=O)NCc1ccco1,3
CCOc1cc(/C=N/NC(=O)C(=O)Nc2cccc(OC)c2)ccc1O,4
O=C(CSc1ncccn1)NCc1ccccc1,13
O=C(Nc1ccccc1C(=O)Nc1ccccc1Cl)c1ccccc1Cl,9
COc1ccc(S(=O)(=O)N(CC(N)=O)c2ccc(C)cc2)cc1OC,4
Cc1cc(OCC(=O)Nc2cccc([N+](=O)[O-])c2)cc(C)c1Cl,9
COc1ccc(CC(=O)Nc2sc3c(c2C(=O)Nc2ccccc2Cl)CCCC3)cc1,-1
O=C(Nc1nc(-c2ccco2)cs1)c1ccccc1,0
COc1ccc(Cl)cc1N=Cc1c(O)[nH]c(=O)[nH]c1=O,8
Cc1cc(/C=C2\SC(=O)NC2=O)c(C)n1-c1ccc(-c2ccccc2)cc1,-1
COc1ccc(OC)c(/C=C/C(=O)Nc2cc(OC)ccc2OC)c1,7
Cc1ccc(C(=O)Nc2ccccc2-c2ccccc2)cc1,3
CC(C)C(=O)Nc1ccc2c3c(cccc13)CC2,-1
CC1CCCN(C(=O)c2ccccc2)C1 (stereo not drawn),4
O=C(/C=C/c1ccco1)c1c(-c2ccccc2)c2cc(Cl)ccc2[nH]c1=O,-2
Cc1nn(CC(=O)NCCN2CCOCC2)c(C)c1[N+](=O)[O-],7
CCCCCCCCn1c(/N=C/c2cccc(OCC)c2O)nc2ccccc21,-9
COC(=O)c1c(NC(=O)c2cccc([N+](=O)[O-])c2)sc2c1CCC2,3
COc1cc(/C=N/NC(=O)C(=O)N2CCCCCC2)ccc1O,-5
Cc1cc(C=C2C(=O)N(C)C(=O)N(C)C2=O)c(C)n1C,4
O=[N+]([O-])c1cccc2c1NC(c1ccc(F)cc1)C1CC=CC21 (stereo not drawn),5
O=C(NCCN1CCOCC1)C(c1ccccc1)c1ccccc1,9
Cc1ccc(-c2nc3ccccc3o2)cc1NC(=O)c1ccco1,12
# The list goes on:
SMILES,ER stress death
COc1ccc(Br)cc1/C=N/NC(=O)C(C)Sc1nc(C)cc(C)n1 (stereo not drawn),10
COc1cccc(/C=N/NC(=O)CCc2c(C)n[nH]c2C)c1,5
CCN(CC)C(=O)CSc1nc2ccccc2s1,3
COc1ccc2c(c1)CCC1=C2NC(=S)NC1c1ccc(N(C)C)cc1 (stereo not drawn),-1
Cc1ccccc1OCc1nc(-c2ccc([N+](=O)[O-])cc2)no1,7
CCOc1cc(/C=C2/C(=O)ON=C2c2ccc(Cl)cc2)ccc1OC,1
CC1(C)Cc2ccccc2-c2nnnn21,11
COc1ccc(C2/C(=C(\O)c3ccc(F)cc3)C(=O)C(=O)N2c2nncs2)cc1 (stereo not drawn),-1
O=C1OC(c2ccccc2)=C/C1=C/c1ccc(-c2ccc([N+](=O)[O-])cc2Br)o1,0
Cc1ccccc1OCC(=O)Nc1cccc(I)c1,1
Cc1cc(NS(=O)(=O)c2ccc(Nc3nc(-c4ccccn4)cs3)cc2)no1,15
COc1ccc(Cl)cc1C(=O)Nc1nc2ccc(S(C)(=O)=O)cc2s1,-3
O=S(=O)(NC1CCCCCC1)c1ccc(F)cc1,5
N#C/C(=C/c1ccc(I)o1)C(=O)Nc1ccc(Cl)c(Cl)c1,-3
COc1ccc(NC(=S)N/C(=N\S(=O)(=O)c2ccccc2)c2ccccc2)cc1,0
O=C(Nc1ccc(F)cc1F)c1cc(-c2ccccc2)nc2ccccc12,6
CCOC(=O)C1=C(C)N=c2s/c(=C\c3ccc(N4CCOCC4)o3)c(=O)n2C1c1ccc(SC)cc1 (stereo not drawn),2
COc1cccc(/C=C2\SC(N3CCOCC3)=NC2=O)c1O,-2
NN1C(=O)/C(=C/c2ccc(Cl)cc2)N=C1c1ccccc1,7
COC(=O)C1=C(C)N=c2s/c(=C/c3ccc(OC(C)=O)cc3)c(=O)n2C1c1ccc(OC(C)=O)cc1 (stereo not drawn),2
CCOC(=O)c1c(-c2ccncc2)csc1N,14
COc1ccc(NC(=O)C(=O)NCCN2CCN(S(=O)(=O)c3ccc4ccccc4c3)CC2)cc1,15
C=CCN1C(=O)/C(=C\c2cc3c(cc2[N+](=O)[O-])OCO3)SC1=S,-1
COc1ccccc1/C=C1\SC(=S)N(c2c(C)n(C)n(-c3ccccc3)c2=O)C1=O,13
Cc1ccc2nsnc2c1NC(=O)c1ccc(-c2cc(Cl)ccc2Cl)o1,8
# The listing continues:
SMILES,ER stress death
CC1=C(C(=O)OCc2ccccc2)C(c2ccc(C(F)(F)F)cc2)CC(=O)N1 (stereo not drawn),4
O=C(O)C1Nc2c(cccc2[N+](=O)[O-])C2C=CCC12 (stereo not drawn),-2
COc1cc(OC)cc(C(=O)Nc2cccc(-c3nc4ncccc4o3)c2C)c1,-3
CC(CNC(=O)COc1cccc2ccccc12)CN(C)C (stereo not drawn),-2
O=C1CC(c2ccc(Cl)cc2)CC2=C1C(c1cc3c(cc1[N+](=O)[O-])OCO3)Nc1ccccc1N2 (stereo not drawn),84*
COc1cc(NC(=O)C2CCCC2)c(OC)cc1Cl,3
O=C(NCc1ccccn1)c1cccs1,17
O=C1NC(=S)N(c2ccccc2F)C(=O)/C1=C/c1ccc(I)o1,2
Cc1ccccc1NC(=O)c1cc(-c2ccccc2)nc2c(Cl)cccc12,-2
CCc1ccccc1N1C(=O)CC(Sc2nc(C)cc(C)n2)C1=O (stereo not drawn),-3
CC1=C(C(=O)OCc2ccccc2)C(c2ccccc2Cl)NC(=O)N1 (stereo not drawn),5
CC(C)c1ccc(/C=N/N=C2/NC(=O)CS2)cc1,4
Cc1cccc(N2CCC(N=CN(C)C)=N2)c1,5
CCC(=O)Nc1cc2nn(-c3ccc(OC)cc3)nc2cc1C,5
CC(C)COc1ccc(C(=O)Nc2nc(-c3ccccc3)cs2)cc1,2
COc1c(Br)cc(/C=C2\SC(=S)NC2=O)cc1Br,-3
O=C1NC(=S)N(c2cccc(Br)c2)C(=O)/C1=C/c1ccc(-c2ccc(C(=O)O)cc2)o1,1
CC(C(=O)N1CCc2ccccc2C1)N1C(=O)c2ccccc2C1=O (stereo not drawn),3
CCOC(=O)c1cc2cc([N+](=O)[O-])ccc2oc1=O,8
COc1ccc(C2/C(=C(/O)c3ccccc3)C(=O)C(=O)N2c2nc3ccccc3s2)c(OC)c1 (stereo not drawn),10
COc1ccc(/C=N/NC(=O)Cc2cccn2C)cc1[N+](=O)[O-],4
COc1cc2c(cc1OC)-c1nnc(-c3ccco3)n1C(C)(C)C2,0
C=CCNC(=O)/C=C/c1cc(OC)ccc1OC,-6
COc1ccc(C(=O)c2ccccc2)c(OC)c1,0
CSc1ccc(/C=N\NC(=O)COc2ccc(C)cc2)cc1,12
# Next entries follow:
SMILES,ER stress death
Cc1cc(C)c(OCC(=O)Nc2c(C)cccc2C)c(C)c1,3
Cc1cccc(NC(=S)NC(=O)C(C)(C)C)c1C,7
CCOc1ccc2nc(SC3CC(=O)N(c4ccccc4I)C3=O)sc2c1 (stereo not drawn),-9
CCc1ccc(C(=O)/C=C/c2ccc(-c3cccc([N+](=O)[O-])c3)o2)cc1,9
O=C(N/N=C/c1cc(Br)cc(I)c1O)C(O)c1ccccc1 (stereo not drawn),7
CCCCC(O)(CCCC)c1ccccc1O,-8
COc1ccc(/C=C2\C(=O)N(c3cccc(C(=O)O)c3)N=C2C)cc1,2
COc1ccc(CC(=O)NCCCN(C)C)cc1,18
CC(C)c1c(O)nc(SCC(=O)O)[nH]c1=O,1
CCc1cccc(NC(=O)C2CC=CCC2C(=O)O)c1 (stereo not drawn),4
CCc1ccccc1N(CC(=O)Nc1ccc2ccccc2c1)S(C)(=O)=O,4
CNC(=O)/C(C#N)=C/c1ccc([N+](=O)[O-])o1,-5
O=C(O)CCCN1C(=O)/C(=C\c2cccc(O)c2)SC1=S,3
O=C1C2C3c4ccccc4C(c4ccccc43)C2C(=O)N1c1ccc(Br)cn1 (stereo not drawn),9
COc1ccc(Cl)cc1/C=C1\C(=O)NC(=O)N(c2ccc(Cl)cc2)C1=O,11
CCOc1ccc(NC(=O)C2C3CCC(C3=C(C)C)C2C(=O)O)cc1 (stereo not drawn),6
O=C(O)c1ccc(CSc2ncccn2)cc1,0
COc1ccc(C(=O)Nc2cc(Cl)ccc2Cl)cc1NC(=O)COc1ccc(F)cc1,-6
CCCN(CCC)C(=O)c1cccc([N+](=O)[O-])c1C,1
CC1=C(C(=O)Nc2ccc(C)cc2)C(c2ccc(C(C)C)cc2)NC(=S)N1 (stereo not drawn),-8
COc1cc2c(cc1OC)C(SC)=NC1(CCCC1)C2,-4
O=C(COc1ccccc1)NCC1CCCO1 (stereo not drawn),5
NS(=O)(=O)c1ccc(CNC2CC(=O)N(c3ccc(I)cc3)C2=O)cc1 (stereo not drawn),5
Nc1nc(O/N=C/c2ccc([N+](=O)[O-])cc2)nc(N2CCOCC2)n1,3
O=S(=O)(c1ccccc1C(O)(c1ccccc1)c1ccccc1)c1ccccc1C(O)(c1ccccc1)c1ccccc1,5
# Other entries
SMILES,ER stress death
Cc1cc(C)c2[nH]c(O)c(N=NC(N)=S)c2c1,-2
Cc1cc(C)n(-c2cc(NCc3ccccc3)nc(-c3ccccc3)n2)n1,1
O=C(c1ccncc1)N1CCN(Cc2ccccc2)CC1,0
CC1CCc2c(sc(NC(=O)/C=C/c3ccc4c(c3)OCO4)c2C(N)=O)C1 (stereo not drawn),11
COc1ccc(NC(=S)NCc2ccc(F)cc2)cc1,7
COc1ccc(/C=C/C(=O)n2cc(C)nc2C)cc1OC,-6
CC(C)NCC(O)COc1ccccc1C(C)(C)C (stereo not drawn),-9
COc1ccc(N(CC(=O)Nc2ccc3ccccc3c2)S(=O)(=O)c2ccc(C)cc2)cc1,17
C=CCN1C(=O)/C(=C\c2ccccc2C)SC1=S,7
Cc1ccc(NC(=O)c2ccn(C(=O)c3cccc(I)c3)n2)c(C)c1,1
COc1ccc(C2=C/C(=C\c3ccc4c(c3)OCO4)C(=O)O2)cc1,4
Clc1ccc(C2NN=C(c3ccccc3)S2)cc1 (stereo not drawn),-1
CCC(=O)c1ccc(N2CCN(C(C)=O)CC2)c(F)c1,5
CC(=O)Nc1ccc(Oc2ccc(NC(C)=O)c(NC(C)=O)c2)cc1,-5
CCOc1ccc(NC(=O)c2ccc(Cl)cc2Cl)cc1,4
O=C1NC(=S)/C(=C\c2ccc(-c3ccc([N+](=O)[O-])cc3)o2)S1,-2
COc1ccc(/C=C2\C(=O)NC(=O)N(c3ccc(Br)c(C)c3)C2=O)cc1,-2
Cc1cccc(OCCN2CCCCC2)c1,2
O=C(c1ccccc1O)N1N=C(c2cccnc2)CC1(O)C(F)(F)F (stereo not drawn),1
Cc1cccc(N2C(=O)/C(=C/c3ccc(-c4cccc(Cl)c4)o3)SC2=S)c1,13
CCn1c(C(O)c2cc(OC)c(OC)c(OC)c2)nc2ccccc21 (stereo not drawn),-2
CN1CCN(C(=O)c2ccc([N+](=O)[O-])cc2Cl)CC1,9
Cc1cccc(C)c1NC(=O)COc1ccc(Br)cc1,4
O=c1cc(C(F)F)oc2c1ccc1ccccc12,12
Cc1cccc(Oc2cc(NC(=O)c3cccc(F)c3)cc([N+](=O)[O-])c2)c1,5
# (next part)
SMILES,ER stress death
Cc1cccc(C2=N/C(=C\c3ccccc3OS(=O)(=O)c3ccccc3)C(=O)O2)c1,8
COc1ccc(CCNC(=O)COc2ccccc2OC)cc1,7
COc1ccccc1/C=C1/SC(=Nc2ccc(F)cc2)NC1=O,3
COc1ccc(C(=O)N2CCN(C3CC4CCC3C4)CC2)cc1 (stereo not drawn),-4
Cc1ccc(C(O)(C(=O)NCCO)c2ccc(C)cc2)cc1,8
CN(C)CCCNC(=O)c1ccccc1Cl,6
COc1ccc(OC)c(NC(=O)C2C3C4CCC(C4)C23)c1 (stereo not drawn),7
CCc1nn2c(N)c(C=C3C=CC(=O)C=C3)c(=O)nc2s1,12
O=C(Nc1cccc(Cl)c1)c1ccc(C(=O)Nc2cccc(Cl)c2)cc1,2
Cn1c(=O)c2c(ncn2CC(=O)Nc2cccc3ccccc23)n(C)c1=O,-2
COc1cc2c(cc1OC)C(SC)=NC(C)(C)C2,-9
C/C(=C\C(=O)c1ccc(Br)cc1)Nc1ccccc1F,12
C=CCNS(=O)(=O)c1ccc(C)c([N+](=O)[O-])c1,1
O=C1C=CC(=O)N1c1ccccc1N1C(=O)C=CC1=O,-11
CCC1=NN(C(=O)c2ccc(Cl)cc2)C(O)(c2ccc(Br)cc2)C1 (stereo not drawn),-1
CCOC(=O)c1ccc(-n2c(C)cc(C=O)c2C)cc1,7

# Some of the compounds tested; count on the stated rates, not on these rows.
